LMNA splice mod = LMNA splicing modulation. HeLa LMNA splicing GFP/RFP minigene ratio, 48 h. Potency, µM (highest dose often 46.1 µM), for inactives: at the highest dose ratio change, negative = inhibition, actives largely listed as inhibitors. 200,000 compounds, 0.01% hits; active = well fitted inhibition curve with a large enough effect in the signal ratio, with a control signal flat, not every such curve was filed as active; inconclusive = small, poorly fitted or top-dose-only effect, or effect the other way, or a change in a side signal; the % refers to the signal ratio; note: potency is the fitted concentration of half-maximal effect; % is set by controls: 0 for no effect and ±100 for the full control effect
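Read-out is the ratio of GFP to DsRed2 object intensity, acquired by 488 nm laser-scanning cytometry on HeLa lamin A-EGFP minigene reporter cells. Compound incubation 48 hrs at 37 °C in Opti-MEM with 2% FBS; DMSO 0.5% final.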
HttQ103 aggreg = reduces HttQ103-GFP aggregates in PC12 cells; PC12 HttQ103-GFP aggregates, Acumen cytometry, 40 h; Potency, µM (top dose mostly 46.1 µM), for the others: top-dose activity change, negative = inhibition, actives largely listed as inhibitors; 220,000 compounds, 1.1% hits; AID 1688; note: potency is the fitted concentration of half-maximal effect; % is set by controls: 0 for no effect and ±100 for the full control effect; nearly all actives have a fitted effect of over 60% in size
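Steps: seed 1500 PC12 HTTQ103-GFP cells/well; add tebufenozide, 100 nM final; add compound titration; add ATPLite reagent; quantify GFP aggregates by laser scanning cytometry.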
Luc counter = counter-screen: inhibitors of Kinase-Glo firefly luciferase | Potency, µM (top dose mostly 38.3 µM), for the others: top-dose activity change, negative = inhibition, most hits filed as inhibitors | 200,000 compounds, 0.28% hits | Kinase-Glo luciferase, ATP luminescence, 8 min | Q27757; note: potency is the fitted concentration of half-maximal effect; % is set by controls: 0 for no effect and ±100 for the full control effect; nearly all actives have a fitted effect of over 60% in size
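Compounds were added to a substrate mix at pH 7.2 (50 mM imidazole, 10 uM ATP, within the enzyme's linear range), followed by Kinase-Glo detection reagent; luminescence was measured after 8 minutes at ambient temperature.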
IMPase Li cell = cell-permeable IMPase inhibitors with lithium potentiation; Potency, µM (highest dose often 59.4 µM), for the others: top-dose activity, negative = IMPase inhibition, most hits filed as inhibitors; CHO-M1 cells, IP1 TR-FRET (IP-One), carbachol + lithium; 210,000 compounds, 0.35% hits;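 note: IP1 builds up when IMPase is blocked and the TR-FRET signal falls; potency is the fitted concentration of half-maximal effect; plate controls were basal vehicle for no effect and high inhibitor control for full effect; nearly all actives have a fitted effect of over 50% in size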
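Lithium-sensitised IP1 accumulation assay; M1-expressing CHO cells treated 30 min at 37C with compound. Competitive antibody detection by time-resolved FRET followed a 10 min room-temperature lysis step.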
CBFb-RUNX1 inh = blocks binding between human CBF-beta and RUNX1; AlphaScreen CBFb-His/RUNX1-biotin binding, biochemical; Potency, µM (doses to about 59.8 µM), inactives show top-dose activity, negative = inhibition, most hits filed as inhibitors; 230,000 tested, under 10 active; AID 1477; note: % of control where 0% means no effect
Target sequence (Q01196 whole entry, looked up): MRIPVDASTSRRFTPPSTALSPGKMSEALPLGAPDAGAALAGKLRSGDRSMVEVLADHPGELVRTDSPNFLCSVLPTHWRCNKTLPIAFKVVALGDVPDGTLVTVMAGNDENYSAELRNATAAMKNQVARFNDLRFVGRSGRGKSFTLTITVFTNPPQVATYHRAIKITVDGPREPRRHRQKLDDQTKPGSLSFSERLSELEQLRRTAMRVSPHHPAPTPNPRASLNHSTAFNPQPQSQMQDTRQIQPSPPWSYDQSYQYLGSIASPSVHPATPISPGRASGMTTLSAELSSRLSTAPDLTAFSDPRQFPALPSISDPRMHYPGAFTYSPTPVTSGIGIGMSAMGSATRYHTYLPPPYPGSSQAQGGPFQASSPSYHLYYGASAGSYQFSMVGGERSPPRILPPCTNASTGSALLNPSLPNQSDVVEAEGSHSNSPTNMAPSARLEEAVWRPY
Target sequence (Q13951 whole entry, looked up): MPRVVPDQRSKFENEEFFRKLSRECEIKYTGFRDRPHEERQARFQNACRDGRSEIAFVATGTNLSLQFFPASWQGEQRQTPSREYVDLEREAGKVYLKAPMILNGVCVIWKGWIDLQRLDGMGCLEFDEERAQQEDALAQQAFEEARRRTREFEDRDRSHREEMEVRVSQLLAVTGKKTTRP
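Bead-based AlphaScreen assay; binding partners His-tagged CBF-beta and biotinylated RUNX1 at 30 nM each. Compound exposure 15 min after a 20-min protein preincubation; bead step 90 min; all steps at room temperature.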
NPSR antagonist = blocks cAMP signaling of the human neuropeptide S receptor. 220,000 compounds, 1% hits. Potency, µM (highest dose often 38.3 µM), inactives show at the highest dose activity change, negative = inhibition, most hits filed as inhibitors. AID 1461. CHO-NPSR cells, cAMP TR-FRET, antagonist mode; note: potency is the fitted concentration of half-maximal effect; % is set by controls: 0 for no effect and ±100 for the full control effect; nearly all actives have a fitted effect of over 50% in size; many of its hits are not listed in these tables
Target sequence (Q6W5P4 whole entry, looked up): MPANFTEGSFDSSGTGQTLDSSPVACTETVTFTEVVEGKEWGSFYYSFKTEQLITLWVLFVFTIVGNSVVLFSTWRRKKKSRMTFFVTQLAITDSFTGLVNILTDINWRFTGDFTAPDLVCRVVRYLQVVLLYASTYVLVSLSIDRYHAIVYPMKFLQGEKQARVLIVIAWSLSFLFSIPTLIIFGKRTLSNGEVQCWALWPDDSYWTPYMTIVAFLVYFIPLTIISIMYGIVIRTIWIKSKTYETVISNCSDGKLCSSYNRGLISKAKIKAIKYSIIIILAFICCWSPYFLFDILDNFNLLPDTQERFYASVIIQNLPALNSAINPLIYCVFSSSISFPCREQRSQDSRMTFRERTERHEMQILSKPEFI
Epigenetic derep = epigenetic control regulation, reporter derepression. Potency, µM (series often up to 53.9 µM), inactives show at the top dose GFP activation, most hits filed as activators. 280,000 compounds, 0.2% hits. murine LDR cells, GFP reporter derepression, 30 h. AID 1865; note: potency is the fitted concentration of half-maximal effect; % of control where 0% means no effect; nearly all actives have a fitted effect of over 60% in size
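Readout is the number of GFP-expressing murine LDR cells, counted by cytometry following washing. Cells were treated with compound for 30 h at 37 C; the stably integrated CMV-GFP locus is normally silent.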
* = called active by the depositor; ? = inconclusive; . = no result given; & = joins results of further samples; [ ] = dose if it differs, or a comment. Unless noted, calls come from the whole dose curve; as a rule, active = well fitted curve in the direction sought with a large enough effect; inconclusive = small, poorly fitted or top-dose-only effect, or another doubt; inactive = no such curve, though single readings can be large; an effect the other way counts as inactive or inconclusive. Some of the compounds tested (hit frequency here may not be typical).

The line under a structure holds: LMNA splice mod, HttQ103 aggreg, Luc counter, IMPase Li cell, CBFb-RUNX1 inh, NPSR antagonist, Epigenetic derep
O=C1NCC(O)=C1C=NCCO
→ -7%, -12%, -5%, 2%, 20%, -11%[46.1 µM], 0.0%
COC(=O)c1c(NC(=O)CC2SC(N)=NC2=O)sc2c1CCCC2 (configuration not stated)
→ -16%, ?, 0%, 4%, -7%, -11%[46.1 µM], -1.1%
CC(/C=N/NC(=O)c1cc(-c2ccc(C)s2)[nH]n1)=C\c1ccccc1
→ ?, 6%, 1%, -1%, -4%, -19%, 5.9%
COc1cc(/C=C2\C(=O)NN(c3ccccc3)C2=O)cc([N+](=O)[O-])c1O
→ ., 5%, -5%, 21%, -23%, -50%, -0.5%
O=C(NCc1ccccc1C(F)(F)F)C1CC(c2ccccc2[N+](=O)[O-])=NO1 (configuration not stated)
→ 1%, -5%, 5%, -3%[38.3 µM], 2%, -10%[46.1 µM], -1.1%
Cc1cccc2sc(NC(=O)c3ccc(NS(=O)(=O)c4cccs4)cc3)nc12
→ ?, 2%, 2%, -7%, -29%, -27%, -1.8%
CCS(=O)(=O)c1ccc(O)c(NC(=O)COc2ccc(Br)cc2)c1
→ 6%[46 µM], 14%[9.22 µM], 4%, 0%, -2%, -8%, -2.6%
CC(NC(=O)c1ccccc1)c1nnc(SCc2nc3ccccc3c(=O)[nH]2)n1C (configuration not stated)
→ 16%[46 µM], -14%, 2%, 7%, 8%, 10%, -0.6%
O=C(COC(=O)C12CC3CC(CC(O)(C3)C1)C2)N1CCN(S(=O)(=O)c2ccc(Cl)cc2)CC1
→ -10%, -22%, 2%, 1%, 1%, -5%[46.1 µM], -2.0%
COCCCNC(=S)N1CCCN(c2nc3cc(C)ccc3cc2C#N)CC1
→ -5%[46 µM], 13%[9.22 µM], 0%, 10%, 25%, -13%, -3.8%
CC1CC(C)CN(S(=O)(=O)c2ccc(NC(=O)C3COc4ccccc4O3)cc2)C1 (configuration not stated)
→ ?, -3%, 3%, 25%, -3%, -15%[46.1 µM], 0.0%
N#Cc1ccsc1NC(=O)COC(=O)c1ccc2ccccc2c1
→ -3%, -6%, 0%, -16%, -4%, -7%, -1.3%
COc1ccc(OC)c(S(=O)(=O)N2CCC(C(=O)N(C)Cc3ccccc3)CC2)c1
→ ., 2%[9.22 µM], ., ., 19%, -23%, 1.0%
CC(C)Cc1nc2oc3c(NCc4cccnc4)ncnc3c2c2c1CCC2
→ ?, -13%, 9%, -19%[38.3 µM], 7%, -18%[46.1 µM], -0.9%
Cn1cc(CN2CCc3sccc3C2)c(-c2ccccc2F)n1
→ 2%[46 µM], -3%[9.22 µM], -5%, 18%, -5%, -13%, 2.9%
CCCCc1nnc(NC(=O)C(C)Sc2nc(C)cc(=O)[nH]2)s1 (configuration not stated)
→ 13%, 9%, 0%, -4%[38.3 µM], 4%, -6%[46.1 µM], -1.0%
CC(C)(C)NC[C@H](O)COc1nsnc1N1CCOCC1
→ ?, -7%&4%, 1%, 0%&2%&8%&0%, 18%, 17%, -4.6%
Cc1ccc([N+](=O)[O-])cc1-c1[nH]c(-c2ccc(O)c(O)c2)nc1-c1ccccc1
→ ?, 16%, -2%, 33%[activator][38.3 µM], ?, -27%[46.1 µM], 1.7%
O=C(c1ccccc1F)N1CCN(c2ncccn2)CC1
→ 7%, 13%, 0%, -4%[38.3 µM], 5%, 0%[46.1 µM], -2.6%
O=C(CN1CCOCC1)n1c2c(c3ccccc31)CCCC2
→ -4%[46 µM], -3%, -2%, -11%, 5%, -9%, -0.1%
COc1ccc(NC(=O)CC2CC3CCC2C3)cn1 (configuration not stated)
→ ?, 25%, -1%, 5%, 9%, 1%, -1.4%
Cc1ccc(CC(NC(=O)c2ccccc2)C(=O)NC(CC(C)C)C(=O)O)cc1 (configuration not stated)
→ 21%[46 µM], -9%, 4%, 0%, 5%, 16%, -3.3%
CC1=NN(c2ccccc2)C(=O)/C1=C\c1cn(C)c2ccccc12
→ ?, 0%, -2%, 18%, ?, -35%, 8.5%
COC(=O)c1cccc(NC(=O)Cn2cnc3ccccc3c2=O)c1
→ -4%, 0%, 2%, 12%, 0%, 1%[46.1 µM], -2.0%
Cc1ccc2c(c1)sc1nc(=O)n(-c3ccc(Cl)cc3)c(=O)n12
→ -3%, 14%, -2%, -10%[38.3 µM], 5%, -6%[46.1 µM], 14%&-1.1%
O=C(CCCCCn1c(=S)[nH]c2cc3c(cc2c1=O)OCO3)N1CCN(Cc2ccccc2)CC1
→ ?, -4%, 1%, 15%[38.3 µM], -5%, -13%[46.1 µM], 2.6%
COC(=O)c1c(NC(=O)/C=C/C(=O)O)sc(C)c1-c1ccc(C(C)C)cc1
→ ?, -30%, 0%, 1%, ?, 13µM*, 0.9%
CC(C)(C)c1ccc(OCCOCCn2cnc3ccccc3c2=O)cc1
→ ., -4%[9.22 µM], -1%, 13%, -1%, -18%, -5.1%
OCCC#Cc1ccc(CN2CCN(Cc3ccccc3)C(CCO)C2)cc1 (configuration not stated)
→ 17%[46 µM], ., 1%, 8%, 3%, 1%, 1.1%
NS(=O)(=O)c1ccc(CCNS(=O)(=O)c2cccc(C(=O)O)c2)cc1
→ ., 14%[9.22 µM], ., ., -1%, -39%, -1.7%

Some of these compounds in order of molecular weight, highest first.
The line under a structure holds: LMNA splice mod, HttQ103 aggreg, Luc counter, IMPase Li cell, CBFb-RUNX1 inh, NPSR antagonist, Epigenetic derep
O=C(CCCCCn1c(=S)[nH]c2cc3c(cc2c1=O)OCO3)N1CCN(Cc2ccccc2)CC1
→ ?, -4%, 1%, 15%[38.3 µM], -5%, -13%[46.1 µM], 2.6%
Cc1cccc2sc(NC(=O)c3ccc(NS(=O)(=O)c4cccs4)cc3)nc12
→ ?, 2%, 2%, -7%, -29%, -27%, -1.8%
COC(=O)c1c(NC(=O)/C=C/C(=O)O)sc(C)c1-c1ccc(C(C)C)cc1
→ ?, -30%, 0%, 1%, ?, 13µM*, 0.9%
NS(=O)(=O)c1ccc(CCNS(=O)(=O)c2cccc(C(=O)O)c2)cc1
→ ., 14%[9.22 µM], ., ., -1%, -39%, -1.7%
CCCCc1nnc(NC(=O)C(C)Sc2nc(C)cc(=O)[nH]2)s1 (configuration not stated)
→ 13%, 9%, 0%, -4%[38.3 µM], 4%, -6%[46.1 µM], -1.0%
CC(/C=N/NC(=O)c1cc(-c2ccc(C)s2)[nH]n1)=C\c1ccccc1
→ ?, 6%, 1%, -1%, -4%, -19%, 5.9%
Cc1ccc2c(c1)sc1nc(=O)n(-c3ccc(Cl)cc3)c(=O)n12
→ -3%, 14%, -2%, -10%[38.3 µM], 5%, -6%[46.1 µM], 14%&-1.1%
CC(C)(C)NC[C@H](O)COc1nsnc1N1CCOCC1
→ ?, -7%&4%, 1%, 0%&2%&8%&0%, 18%, 17%, -4.6%

(continued)
The line under a structure holds: LMNA splice mod, HttQ103 aggreg, Luc counter, IMPase Li cell, CBFb-RUNX1 inh, NPSR antagonist, Epigenetic derep
CCOC(=O)c1nc(-c2ccc(OC)c(OC)c2)cnc1C#N
→ -7%, 1%, 0%, -8%, -11%, 5%, 3.9%
CCOC(=O)C(NC(=O)NC1CCCCC1)(c1ccccc1)C(F)(F)F (configuration not stated)
→ 4%, 2%, -1%, 24%[38.3 µM], 0%, 8%[46.1 µM], 0.0%
CCCCCC(=O)Nc1cccc(C2=NOC3(C2)C[C@H](C(N)=O)N(C(=O)CCCCC)C3)c1 (some centres not stated)
→ ., -34%[9.22 µM], ., ., 8%, 10%, 2.9%
CC1CCN(C(=O)c2cc(F)c(F)cc2Cl)CC1
→ -9%, -10%, 2%, -1%, 0%, 4%[46.1 µM], -0.8%
Cc1ccc2nc(C(F)OC(F)(F)F)[nH]c2c1 (configuration not stated)
→ -7%, -4%, -28%, -13%[38.3 µM], 1%, ?, -1.0%
CCC1CCCN1Cn1cnc2c([nH]c3ccc(Cl)cc32)c1=O (configuration not stated)
→ 5%, -8%, -1%, 6%, -12%, 9%, 0.0%
CC1=CC(C)(C)Nc2ccc(OC(=O)CCN3C(=O)c4ccccc4C3=O)cc21
→ ?, -4%[1.84 µM], 1%, 4%, -20%, ?, ?
Cc1ccccc1NS(=O)(=O)c1ccc(C)c(C(N)=O)c1
→ 3%, -16%, 9%, -8%[38.3 µM], 12%, 8%[46.1 µM], -1.9%
O=C(C1CC(c2ccccc2O)=NO1)N1CCCCC1 (configuration not stated)
→ 9%, 6%, -8%, 5%[38.3 µM], 4%, -3%[46.1 µM], 2.9%
Cc1cccc(OCCn2c(NC(=O)c3ccco3)nc3ccccc32)c1
→ ?, ?, 1%, 34%[activator][38.3 µM], 7%, ?, -2.1%
Cc1ccc(N2NC(=O)/C(=C\c3cc4c(cc3[N+](=O)[O-])OCO4)C2=O)cc1C
→ ?, 23%, -1%, 19%, ?, -29%, -1.0%
COc1cc(C(=O)NCCC(=O)NCc2ccc3c(c2)OCO3)cc(OC)c1OC
→ 6%, -2%, -7%, -5%[38.3 µM], -2%, -7%[46.1 µM], 0.0%
Cn1c(=O)oc2cc(S(=O)(=O)NCc3ccncc3)ccc21
→ ?, 8.9µM*, 1%, 17%[38.3 µM], 9%, 11%[46.1 µM], -2.0%
Cc1cc(Nc2cccc(F)c2)nc(N2CCOCC2)n1
→ ., -20%[9.22 µM], ., ., 0%, -34%, 3.0%
CCOC(=O)N1CCN(c2ncnc3c2oc2nc(C)c4c(c23)CC(C)(C)OC4)CC1
→ 16%, -4%, -4%, 26%[38.3 µM], -1%, -2%[46.1 µM], 0.0%
C/C(=N\Nc1cc(C)nc(NCc2ccccc2)n1)c1cccc([N+](=O)[O-])c1
→ ., -10%[9.22 µM], ., ., 5%, -11%, 7.2%
O=C(CN(C(=O)CCC(=O)Nc1ccccn1)c1ccc2c(c1)OCCO2)NCCc1ccccc1
→ 8%, 2%[9.22 µM], -2%, 10%[38.3 µM], 0%, -13%[46.1 µM], 0.0%
COc1cc(OC)c2c(-c3cccc(-c4ccc(OC)c(F)c4)c3)cc(=O)oc2c1
→ ., ., 1%[39.9 µM], -5%, 6%, ., 0.6%
Cc1c(NC(=O)c2ccc(N(Cc3ccccc3)S(C)(=O)=O)cc2)c(=O)n(-c2ccccc2)n1C
→ ., ., -6%, 25%, 7%, 6%, 0.0%
OCCC1CN(Cc2cccn2-c2ncccn2)CCN1CCc1ccccc1 (configuration not stated)
→ ., -3%, ., ., -2%, -12%, 2.4%
C/C(=N\NC(N)=O)c1cccc(Cl)c1
→ ?, 18%, 1%, 2%, -6%, 31%, -1.1%
Cc1ccccc1C(=O)NCCN=C1NS(=O)(=O)c2ccccc21
→ 5%, -3%, -6%, 3%[38.3 µM], 0%, -2%[46.1 µM], 0.0%

Bioassay records (PubChem)
